# p53 reactivation: qHTS assay for re-activators of p53 using a Luc reporter; H1299 p53-A138V BP100-luciferase reporter, luminescence, 24 h; Potency, µM (top dose mostly 92.2 µM), for the others: at the highest dose activity change, positive = activation, actives largely listed as activators; 0.063% of 320,000 active; AID 504706, 2011; note: potency is the fitted concentration of half-maximal effect; % of control where 0% means no effect; nearly all actives have a fitted effect of over 45% in size
#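 H1299 (p53-null), stable ts p53-A138V + BP100-Luc; 1000 cells/well, Opti-MEM/10% FBS; cpd 4 pt, 1:5; 24 h, 37 deg C, 5% CO2; detection reagent 10 min RT; luminescence.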
# ELG1 repair inh: qHTS screen for small molecules that inhibit ELG1-dependent DNA repair in human embryonic kidney (HEK293T) cells expressing luciferase-tagged ELG1. Potency, µM (top dose mostly 46.1 µM), without a hit: top-dose activity change, negative = inhibition, most hits filed as inhibitors. HEK293T ELG1-luciferase reporter, luminescence, 16 h; DNA damage induced by 5-fluorouridine. 2.3% of 330,000 active; note: potency is the fitted concentration of half-maximal effect; % is set by controls: 0 for no effect and ±100 for the full control effect; nearly all actives have a fitted effect of over 55% in size
#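 HEK293T cells expressing luciferase-tagged ELG1 (2,000/well) received 5-Fluorouridine plus compound or DMSO for 16 hr at 37 °C. Luciferase was read by ONE-Glo luminescence after 30 min at room temperature.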
# BRCA1 expr act: qHTS Assay to Identify Small Molecule Activators of BRCA1 Expression; Potency, µM (series often up to 46.1 µM), for the others: at the top dose activation, actives largely listed as activators; MCF7-BRCA1-FFLuc reporter, luminescence, 48 h; response scale: scaled: vehicle 0%, 10 µM genistein 100%; 1.1% of 380,000 active; note: potency is the fitted concentration of half-maximal effect; nearly all actives have a fitted effect of over 80% in size; some results filed as inactive show a strong effect at the top dose
#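 Cells: MCF7-BRCA1-FFLuc, 2000/well. Exposure: 48 h, 37 °C, 5% CO2. Read: luminescence, 15 min post-substrate. Controls: genistein 10 microM (maximal activation), DMSO (neutral).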
# B2AR arrestin: qHTS assay of beta-arrestin-biased ligands of beta2-adrenergic receptor; beta-arrestin recruitment to beta2AR, cell-based reporter; AID 492947, 2010; Beta-2 adrenergic receptor (Homo sapiens), P07550; 0.02% of 330,000 active; Potency, µM (doses to about 46.1 µM), inactives show at the highest dose activation, most hits filed as activators;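 note: potency is the fitted concentration of half-maximal effect; 0% = DMSO controls and full agonism = EC100 isoproterenol or metaproterenol; nearly all actives have a fitted effect of over 65% in size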
# Target sequence (P07550 whole entry, looked up): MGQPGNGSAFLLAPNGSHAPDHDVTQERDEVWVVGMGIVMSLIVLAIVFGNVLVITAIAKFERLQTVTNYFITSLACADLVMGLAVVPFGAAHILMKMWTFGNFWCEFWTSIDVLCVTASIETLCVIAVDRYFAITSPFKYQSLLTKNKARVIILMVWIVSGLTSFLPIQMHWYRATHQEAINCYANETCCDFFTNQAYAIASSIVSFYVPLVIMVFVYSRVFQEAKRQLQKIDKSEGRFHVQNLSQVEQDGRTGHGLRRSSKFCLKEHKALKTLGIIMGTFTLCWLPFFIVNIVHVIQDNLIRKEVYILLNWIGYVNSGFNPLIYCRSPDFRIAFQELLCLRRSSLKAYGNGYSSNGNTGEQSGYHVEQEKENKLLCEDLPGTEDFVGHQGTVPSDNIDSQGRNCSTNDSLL
# MLL CXXC-DNA inh: qHTS Fluorescence Polarization Assay for Inhibitors of MLL CXXC domain - DNA interaction; Histone-lysine N-methyltransferase 2A (Homo sapiens), Q03164; MLL-CXXC / FITC-HOXA9 DNA fluorescence polarization; Potency, µM (highest dose often 115 µM), without a hit: top-dose activity change, negative = inhibition, usual class: inhibitors; 0.037% of 290,000 active; active = well fitted inhibition curve with a large enough effect in the polarisation, with a control signal flat, not every such curve was filed as active; inconclusive = small, poorly fitted or top-dose-only effect, or effect the other way, or a change in a side signal; inactive = no such curve, though single readings can be large or run the other way; the % refers to the polarisation; note: potency is the fitted concentration of half-maximal effect
#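 Steps: dispense CXXC domain solution (7 uM) → pin compounds or unlabeled HOX-A9 DNA control → 5 min ambient → add FLSN-HOX-A9 solution (50 nM) → spin → 30 min ambient → fluorescence polarization. Tris pH 7.5/NaCl/DTT/BSA buffer.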
# PTAP TSG101 blk: qHTS Assay for Iinhibitors of HIV-1 Budding by Blocking the Interaction of PTAP/TSG101; Tumor susceptibility gene 101 protein (Homo sapiens), Q99816; Fluorescence polarization, FITC-PTAP peptide / Tsg101 binding; Potency, µM (series often up to 115 µM), for inactives: top-dose activity change, negative = inhibition, hits mostly inhibitors; 340,000 tested, under 10 active; AID 493005, 2010; active = well fitted inhibition curve with a large enough effect in the main read-out, with a control signal flat, not every such curve was filed as active; inconclusive = small, poorly fitted or top-dose-only effect, or effect the other way, or a change in a side signal; inactive = no such curve, though single readings can be large or run the other way; note: potency is the fitted concentration of half-maximal effect; % of control where 0% means no effect
# Target sequence (Q99816 whole entry, looked up): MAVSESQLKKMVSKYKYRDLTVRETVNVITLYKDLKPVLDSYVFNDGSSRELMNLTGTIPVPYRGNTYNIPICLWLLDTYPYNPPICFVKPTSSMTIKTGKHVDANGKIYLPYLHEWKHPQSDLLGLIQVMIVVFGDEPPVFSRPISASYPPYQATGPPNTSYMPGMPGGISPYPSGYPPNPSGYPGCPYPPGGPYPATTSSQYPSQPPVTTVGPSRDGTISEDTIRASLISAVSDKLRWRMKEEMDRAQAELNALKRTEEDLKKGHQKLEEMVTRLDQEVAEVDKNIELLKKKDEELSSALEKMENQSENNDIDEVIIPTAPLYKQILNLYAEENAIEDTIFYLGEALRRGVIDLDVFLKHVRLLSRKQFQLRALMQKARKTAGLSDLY
#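 Steps: Tsg101 binding domain dispensed (10 uM final), compounds pinned in DMSO, FITC-labeled PTAP-motif peptide added (50 nM final); after 20 min binding at room temperature, polarization measured.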
# TRPV1 ag: HTS Assay for Compounds that Act as Agonists of the Vanilloid Receptor 1. Transient receptor potential cation channel subfamily V member 1 (Homo sapiens), Q8NER1. TRPV1-expressing cells, Fluo-8 calcium influx, agonist mode. activation, % at 8.33 µM. 0.19% of 320,000 active. AID 540275, 2011; in the data active = activation above about 80%; inconclusive = between about 30% and that limit; note: 0% is about no effect
#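 Cells expressing TRPV1 were dye-loaded with Fluo-8 and read kinetically: 10 s baseline, 3 min after compound (agonist portion), then 2 min after EC20 capsaicin (allosteric enhancer portion). Calcium-bound dye fluorescence at 480/520 nm.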
# AT treatment: qHTS Assay for Identifying a Potential Treatment of Ataxia-Telangiectasia. 0.19% of 320,000 active. […] A-T fibroblasts, KAP-1 phosphorylation AlphaLISA; neocarzinostatin DNA damage 30 min before lysis. Potency, µM (top dose mostly 57.5 µM), without a hit: at the top dose activation, most hits filed as activators; note: potency is the fitted concentration of half-maximal effect; % of control where 0% means no effect; nearly all actives have a fitted effect of over 45% in size
#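 ATM-like activity read as KAP-1 phosphorylation via AlphaLISA donor/acceptor antibody pairs after lysis and 6 hr at 25C. Cells were ATM-null patient fibroblasts ([…], hTERT), dosed 60 min, then exposed to the DSB inducer NCS for 30 min.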
# TCR act: Activators of T cell receptors: qHTS campaign | Potency, µM (titrated, usually from 9.22 µM), for the others: at the top dose activation of IL-2 secretion, hits mostly activators | 330,000 tested, under 10 active | primary human leukocytes, anti-CD3, IL-2 HTRF, 48 h; note: % of control where 0% means no effect
#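 Primary human leukocytes receive a-CD3 beads and test compound and are incubated 48 hr. Secreted IL-2 is then assayed by HTRF, measuring 665nm acceptor emission after 320nm excitation of the europium donor.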
# a7 integrin act: qHTS for Activators of Integrin-Mediated Alleviation for Muscular Dystrophy; alpha7betagal myoblasts, beta-gal FDG fluorescence, 48 h; Potency, µM (top dose mostly 38.3 µM), for inactives: at the top dose activation, most hits filed as activators; 0.064% of 350,000 active;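 note: potency is the fitted concentration of half-maximal effect; 100% = response of the positive control SU9516; nearly all actives have a fitted effect of over 60% in size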
#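 alpha7betagal+/- myoblasts (passage 13, 250/well) treated 48 h at 37C with compounds at 1:260 dilution of DMSO stock. Lysed, then beta-galactosidase activity read as FDG fluorescence (ex 480/em 540) after 30 min, with pre-read for autofluorescence.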
# The depositor's hits bear a star; ? = inconclusive; . = no result given; & = joins results of further samples; [ ] = dose if it differs, or a comment. Unless noted, calls come from the whole dose curve; as a rule, active = well fitted curve in the direction sought with a large enough effect; inconclusive = small, poorly fitted or top-dose-only effect, or another doubt; inactive = no such curve, though single readings can be large; an effect the other way counts as inactive or inconclusive.
SMILES,p53 reactivation,ELG1 repair inh,BRCA1 expr act,B2AR arrestin,MLL CXXC-DNA inh,PTAP TSG101 blk,TRPV1 ag,AT treatment,TCR act,a7 integrin act
O=C(O)CCC(=O)c1cccc2ccccc12,1%,-4%,-20%,0.5%,-1%,-5%,7,9%,3%,16%
O=C(COC(=O)Cc1ccc(F)cc1)NC1CCCCC1,4%,15%,-16%,0.0%,.,1%,2,6%,-6%,-10%
CSCCC(NC(=O)c1ccc(Cl)cc1Cl)C(=O)NCC(c1cccs1)N(C)C (stereo not given),.,.,1%,.,.,-1%,.,.,2%,-17%
CCOC(=O)c1c(N)c(C#N)nn1-c1ccccc1C(=O)OC,-2%,?,.,-0.1%,4%,.,0,4%,.,.
Nc1cc(-c2ccccc2)nn1Cc1ccc(Cl)cc1,?,14%,-14%,-0.8%,3%,-2%,-2,3%,-1%,-10%
Cc1cc(Oc2ccccc2)nc(-c2ccccc2O)n1,?,?,31%,-0.1%,1%,-1%,15,16%,9%,-3%
CC(C)CCNC(=O)CN(CCN1CCOCC1)C(=O)Cn1nnc(-c2ccc(F)cc2)n1,8%,5%,-27%,-0.5%,4%,-8%,0,3%,.,3%
CCC(CCC(=O)Nc1cccc(C(=O)O)c1)C(=O)O (stereo not given),?,?,4%,0.2%,1%,-2%,-5,2%,-4%[46.1 µM],0%
CCN(CC)c1c([N+](=O)[O-])c(=O)n(C)c2ccccc12,-6%,12%,0%,0.2%,11%,-6%,0,-2%,-5%,7%
COc1ccccc1/C=N/NC(=O)c1ccc(-c2ccccc2)cc1,26%,?,-12%,-0.6%,-10%,-10%,-3,2%,6%[46.1 µM],-18%
O=C(Nc1cccnc1Cl)c1cccnc1Cl,3%,12%,-14%,-0.2%,-17%,-4%,1,-4%,-12%,-15%
CC(=O)CC(=O)Nc1ccn(-c2ccccc2)n1,1%,15%,13%,0.1%,-1%,0%,-9,.,2%,-10%
COc1ccc(S(=O)(=O)N2CCC(NC(=O)OCc3c(Cl)cccc3Cl)CC2)cc1,-3%,-18%,-30%,-0.2%,14%,-8%,1,3%,-1%,7%
CC1=CC2=NC(=O)CC(C)(C(=O)N(CC(=O)NC3CCCC3)c3ccccc3C)N2C=C1 (stereo not given),7%,5%,-3%,0.0%,-7%,0%,-3,-8%,7%,-7%
O=C(COC(=O)c1ccc([N+](=O)[O-])o1)NCc1ccc2c(c1)OCO2,9%,4%,2%,0.0%,.,-8%,.,14%,1%,-10%
C=CCN1C(=O)c2ccc(C(=O)N(C)CC(=O)Nc3ccc(Br)cc3C)cc2C1=O,0%,1%,7%,-0.2%,.,-7%,6,2%,-1%,2%
Cc1ccc2oc(C(=O)NCc3ccccc3)cc(=O)c2c1,-6%,-17%,-2%,0.5%,16%,2%,16,26%,2%,-7%
Cc1ccc(N(C)S(=O)(=O)c2ccc(-c3cnc(C4CC4)o3)cc2)cc1,23%,6%,-14%&-57%,-0.1%,7%,-2%,20,4%,-1%,-21%
CCc1csc(CCNC(=O)C2CCC(=O)N(Cc3cccc(C(F)(F)F)c3)C2)n1 (stereo not given),7%,13%,-22%,-0.5%,0%,-3%,1,-4%,5%,16%
CC(NC(=O)c1noc2c1CCCC2)c1ccccc1 (stereo not given),8%,7%,23%,-0.3%,5%,-1%,18,-2%,0%,-20%
CCn1cc(/C=N/NC(=O)c2ccc(C#N)cc2F)c2ccccc21,1%,?,-38%,0.0%,-1%,.,0,-1%,.,7%
CCOC(=O)N1CCN(c2ccncc2S(=O)(=O)N2CCCCC2)CC1,-11%,15%,-13%,-0.6%,-1%,0%,0,3%,.,-30%
CCN(CC)S(=O)(=O)c1ccc(N2CCOCC2)c(NC(=O)c2cc(C)cc(C)c2)c1,0%,8.2µM*,-15%,0.0%,3%,-7%,13,3%,-5%[46.1 µM],-14%
COc1ccc(CNC(=O)CCNC(=O)c2ccc(C(C)(C)C)cc2)cc1OC,1%,-1%,2%,-0.2%,.,1%,?,1%,-5%,-15%
O=C(CN1CCN(Cc2ccccc2)CC1)N/N=C/c1c[nH]c2ccccc12,-4%,0%,-18%,-0.2%,6%,0%,-8,2%,4%[46.1 µM],5%

# Quoted at random: six compounds from above
SMILES,p53 reactivation,ELG1 repair inh,BRCA1 expr act,B2AR arrestin,MLL CXXC-DNA inh,PTAP TSG101 blk,TRPV1 ag,AT treatment,TCR act,a7 integrin act
CCOC(=O)c1c(N)c(C#N)nn1-c1ccccc1C(=O)OC,-2%,?,.,-0.1%,4%,.,0,4%,.,.
O=C(COC(=O)c1ccc([N+](=O)[O-])o1)NCc1ccc2c(c1)OCO2,9%,4%,2%,0.0%,.,-8%,.,14%,1%,-10%
Cc1cc(Oc2ccccc2)nc(-c2ccccc2O)n1,?,?,31%,-0.1%,1%,-1%,15,16%,9%,-3%
COc1ccc(S(=O)(=O)N2CCC(NC(=O)OCc3c(Cl)cccc3Cl)CC2)cc1,-3%,-18%,-30%,-0.2%,14%,-8%,1,3%,-1%,7%
C=CCN1C(=O)c2ccc(C(=O)N(C)CC(=O)Nc3ccc(Br)cc3C)cc2C1=O,0%,1%,7%,-0.2%,.,-7%,6,2%,-1%,2%
CCOC(=O)N1CCN(c2ccncc2S(=O)(=O)N2CCCCC2)CC1,-11%,15%,-13%,-0.6%,-1%,0%,0,3%,.,-30%

# Other structures follow:
SMILES,p53 reactivation,ELG1 repair inh,BRCA1 expr act,B2AR arrestin,MLL CXXC-DNA inh,PTAP TSG101 blk,TRPV1 ag,AT treatment,TCR act,a7 integrin act
Nc1nc(NCCc2ccccc2)nc(NCc2ccccc2)c1[N+](=O)[O-],9%,?,-39%,-0.3%,6%,-3%,6,-14%,-4%,-46%[inhibitor]
CCOCCCNC(=O)C1CCCCN1S(=O)(=O)c1ccc(F)cc1 (stereo not given),-15%,3%,3%,0.3%,-4%,-4%,2,2%,-6%,14%[7.66 µM]
CC(=O)N1c2ccc(S(=O)(=O)N3CCCCC3)cc2CC1C(=O)NCc1ccccc1C (stereo not given),0%,7%,-18%,0.5%,-4%,-1%,-5,12%,-7%,11%
c1cnc2c(SCc3ccc(-c4nnco4)cc3)cccc2c1,?,?,?,0.1%,-8%,-4%,6,2%,-6%,-6%
Cc1ccc(S(=O)(=O)Nc2ccccc2C(=O)N2CCOCC2)cc1,19%,5%,26%,0.2%,?,-2%,-3,1%,2%,-14%
Cc1ccccc1NC(=O)CCC(=O)OCC(=O)c1cccc([N+](=O)[O-])c1,1%,4%,-6%,0.4%,2%,0%,1,-4%,-4%,8%
COCCCn1c(Cc2csc(Nc3ccc(F)cc3)n2)nnc1SCC(N)=O,-2%,18%,-1%,-0.4%,-5%,-6%,2,.,-2%,2%
O=C(CN(Cc1ccc2c(c1)OCO2)C(=O)CSc1nc2ccccc2o1)NC1CCCCC1,-7%,?,0%,-0.3%,-6%,-3%,?,3%,5%,-18%
O=C(O)c1ccc(CNCc2cccc(OCc3ccc(F)cc3)c2)cc1,2%,-2%,13%,0.5%,9%,-9%,0,6%,-3%,1%
CCOc1ncccc1-c1nc(-c2cccs2)no1,?,?,-15%,0.1%,21%,-2%,17,18%,-2%,3%
COc1cccc(/C=N/N2CCN(c3ccc(Cl)cc3)CC2)c1OC,3%,-24%,-2%,0.3%,-2%,0%,-1,-5%,4%,0%
CCOC(=O)N1CCN(C(=O)C2CC(c3cc(OC)ccc3OC)=NO2)CC1 (stereo not given),-2%,?,4%,0.4%,0%,-4%,0,5%,3%,-30%
Cc1c(Cl)cccc1NC(=S)NCCc1ccc(F)cc1,-6%,2%,-18%,-0.3%,-1%,1%,25,5%,.,-25%
CCN(C(=O)CSC1=Nc2ccccc2C2CC=NN12)C1CCS(=O)(=O)C1 (stereo not given),1%,3%,-8%,-1.7%,-2%,-4%,0,1%,-4%,-20%
CC1CN(Cc2nc3c(c(=O)n(C)c(=O)n3C)n2CC(=O)c2ccccc2)CC(C)O1 (stereo not given),-4%,-20%,-33%,-0.6%,-4%,-1%,0,1%,3%[46.1 µM],-7%
